Screening results deposited in PubChem by The Scripps Research Institute Molecular Screening Center.
ASAP1 GAP inh – ASAP1 ArfGAP inhibition; inhibition, % at 16.5 µM; AID 624377; Q9ULH1; ASAP1-stimulated ARF1 GTP hydrolysis, GDP FP detection; hit rate 0.19% among 360,000; in the data active means inhibition above about 25%;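 further: 0% = vehicle with enzyme and substrate and 100% = no enzyme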
Target sequence (Q9ULH1 325-724 limits assumed): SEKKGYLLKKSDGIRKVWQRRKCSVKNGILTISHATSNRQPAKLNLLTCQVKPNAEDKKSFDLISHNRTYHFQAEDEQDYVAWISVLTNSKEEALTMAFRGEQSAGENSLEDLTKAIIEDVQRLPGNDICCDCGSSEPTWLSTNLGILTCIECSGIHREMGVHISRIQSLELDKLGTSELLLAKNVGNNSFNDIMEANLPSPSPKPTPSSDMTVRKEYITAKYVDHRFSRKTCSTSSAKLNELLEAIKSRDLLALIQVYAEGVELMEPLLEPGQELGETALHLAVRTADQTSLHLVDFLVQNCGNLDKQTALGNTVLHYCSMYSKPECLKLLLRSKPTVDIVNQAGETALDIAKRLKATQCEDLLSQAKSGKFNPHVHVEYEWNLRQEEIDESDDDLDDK
PLCb3 inh – inhibitors of human phospholipase C beta3 | inhibition, % at 12.2 µM | Purified PLC-beta3, fluorogenic substrate, fluorescence | hit rate 0.18% among 370,000 | AID 720704 | Q01970; in the data active means inhibition above about 11%;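 further: 0% = median of compound wells on plate and 100% = full blocker control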
DDE Tn6 FP inh – DD(E)-Tn6 binding inhibition, primary FP screen | Fibrin DD(E) TRITC-Tn6 fluorescence polarization displacement | inhibition, % at 8.3 µM | hit rate 0.21% among 370,000;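 active means inhibition above a per-campaign cutoff: mean of compounds within control limits plus 3 SD, cut at about 15% in these data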;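 further: 0% = median of all compound wells on the plate and 100% = blocking peptide control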
ADAM17 inh – inhibitors of human ADAM17; inhibition, % at 6.95 µM; hit rate 0.83% among 370,000; P78536; recombinant ADAM17, EDANS/DABCYL FRET peptide cleavage;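 active means inhibition above the mean of compounds lying between control limits plus 3 SD, set per campaign, cut at about 8.5% in these data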;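 further: 0% = DMSO-only wells as the low control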
TDP2 inh – TDP2 (human) inhibition, absorbance primary screen; inhibition, % at 12.8 µM; O95551; recombinant TDP2, T5PNP hydrolysis, p-nitrophenol absorbance 415 nm; hit rate 0.34% among 370,000; AID 720702;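 active means inhibition above the mean of all tested compounds plus 3 SD, set per campaign, cut at about 25% in these data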;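 further: 0% = DMSO with enzyme and 100% = buffer with substrate but no TDP2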
Target sequence (O95551 whole entry, looked up): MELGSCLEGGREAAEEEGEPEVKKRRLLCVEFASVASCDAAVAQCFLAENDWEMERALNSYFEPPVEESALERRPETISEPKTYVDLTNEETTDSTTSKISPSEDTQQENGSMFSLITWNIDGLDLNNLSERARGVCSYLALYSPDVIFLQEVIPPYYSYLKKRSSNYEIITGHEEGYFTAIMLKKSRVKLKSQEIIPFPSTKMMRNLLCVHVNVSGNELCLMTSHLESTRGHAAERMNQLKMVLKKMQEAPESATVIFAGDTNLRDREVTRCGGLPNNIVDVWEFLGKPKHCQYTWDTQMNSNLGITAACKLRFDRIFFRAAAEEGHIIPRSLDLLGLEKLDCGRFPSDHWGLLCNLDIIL
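Material: recombinant human TDP2; quantity: TDP2 enzyme at 120 nM final; medium: Tris-HCl pH 7.5 with MgCl2; compound: single concentration, 12.8 µM nominal, with 1% DMSO; incubation: 2 h enzyme incubation at 37 °C; signal: epi absorbance; measure: percent inhibition; benchmarks: high control without enzyme, low control DMSO plus TDP2; repeats: singlicate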
PLC-gamma1 inh – PLC-gamma1 (human) inhibition, primary screen | P19174 | purified PLC-gamma1, fluorogenic substrate, fluorescence | inhibition, % at 12.2 µM | hit rate 0.84% among 370,000 | AID 720700; in the data active means inhibition above about 9.5%
SIAE primary – human SIAE inhibition, primary screen | SIAE FP-Rh probe binding, fluorescence polarization | AID 1053197 | hit rate 0.69% among 370,000 | inhibition, % at 9.66 µM | Q9HAT2;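 active means inhibition above a cutoff: mean of compounds within the control limits plus 3 SD of those, cut at about 17% in these data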;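 further: 0% = plate median of compound wells and 100% = probe without SIAE protein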
ADAM10 inh – inhibitors of human ADAM10. O14672. recombinant ADAM10, EDANS/DABCYL FRET peptide cleavage, 3 h. inhibition, % at 7 µM. hit rate 0.62% among 370,000. AID 720582;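 active means inhibition above a per-campaign cutoff equal to the mean of compounds falling between control-based bounds plus 3 SD, cut at about 20% in these data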;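 further: 0% = DMSO wells while the 100% control is not disclosed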
ARFGAP1 inh – inhibitors of rat ARFGAP1; Q62848; Arfgap1-stimulated ARF1 GTP hydrolysis, GDP FP detection; hit rate 0.26% among 360,000; AID 651572; inhibition, % at 16.5 µM;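 active means inhibition above a per-plate limit, mean inhibition of low control wells plus 3 SD, cut at about 25% in these data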;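 further: 0% = DMSO wells with enzyme and 100% = wells lacking Arfgap1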
Target sequence (Q62848 1-136 limits assumed): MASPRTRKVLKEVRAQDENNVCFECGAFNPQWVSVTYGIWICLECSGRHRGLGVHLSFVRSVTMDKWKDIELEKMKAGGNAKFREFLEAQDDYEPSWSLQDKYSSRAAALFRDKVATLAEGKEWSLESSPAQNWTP
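Replicates: Single well per compound | Assay system: Truncated rat Arfgap1 GAP domain | Control set: No-Arfgap1 wells (100%) versus DMSO full-reaction wells (0%) | Times: Enzyme reaction 120 min at 25 °C after 20 min preincubation | Reagent: Human ARF1(Δ1-17)-GTP substrate | Measured by: Tracer-displacement fluorescence polarization with EDTA stop, 620/688 nm | Measure: Percent inhibition of Arfgap1-stimulated GTP hydrolysis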
DDE Tn7 FP inh – inhibitors of Tn7 peptide binding to human fibrin DD(E); P02675; inhibition, % at 8.3 µM; AID 720508; FP displacement of FITC-Tn7 peptide from fibrin DD(E); 0% = median of compound wells per plate; hit rate 0.13% among 370,000;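 active means inhibition above the mean of compounds falling within the control limits plus 3 SD of them, cut at about 14% in these data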;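 further: 0% = plate median of compound wells and 100% = 10 µM Aha-Tn7 peptide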
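Assay system: Human clot-derived fibrin DD(E) complex | Buffer or medium: Tris/NaCl/CaCl2 buffer, pH 7.8 | Repeats: One replicate per compound | Benchmarks: Aha-Tn7 high control | Measure: % inhibition scaled between sample-field median and high-control FP | Schedule: 10 min plus 3 h, room temperature | Signal: Fluorescence polarization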
* hit, by the source's call; i = inactive; · = not tested or not shown.

Start of the data: the first 5 entries as a preview:
SMILES	ASAP1 GAP inh	PLCb3 inh	DDE Tn6 FP inh	ADAM17 inh	TDP2 inh	PLC-gamma1 inh	SIAE primary	ADAM10 inh	ARFGAP1 inh	DDE Tn7 FP inh
CCCC(C)(C)C(=O)N1CCC1(C)C(=O)Nc1ccc2c(c1)OCCO2 (stereo not drawn)	-1	6	-2	8	-16	6	-5	6	2	2
Cc1ccc(C(=O)c2cccc(N)c2)cc1C	0	-3	3	-1	-12	2	9	11	0	-2
CN[C@H]1C[C@H]2c3[nH]c4c(-c5cccc(C)c5)cccc4c3CCN2C[C@H]1[C@H](C)O	·	-119	-1	-6	1	-98	-4	-24	·	1
O=C(Nc1ccc2sccc2c1)c1cccc(N2C(=O)CCC2=O)c1	2	-3	4	-2	2	3	-2	-6	-15	-1
CCC1CCC(C(=O)NC(C(=O)Nc2ccc3c(c2)OCCO3)C(C)C)CC1 (stereo not drawn)	-4	0	3	1	0	1	3	-6	-16	-1

All compounds of this part, from the first entry:
SMILES	ASAP1 GAP inh	PLCb3 inh	DDE Tn6 FP inh	ADAM17 inh	TDP2 inh	PLC-gamma1 inh	SIAE primary	ADAM10 inh	ARFGAP1 inh	DDE Tn7 FP inh
CCCC(C)(C)C(=O)N1CCC1(C)C(=O)Nc1ccc2c(c1)OCCO2 (stereo not drawn)	-1	6	-2	8	-16	6	-5	6	2	2
Cc1ccc(C(=O)c2cccc(N)c2)cc1C	0	-3	3	-1	-12	2	9	11	0	-2
CN[C@H]1C[C@H]2c3[nH]c4c(-c5cccc(C)c5)cccc4c3CCN2C[C@H]1[C@H](C)O	·	-119	-1	-6	1	-98	-4	-24	·	1
O=C(Nc1ccc2sccc2c1)c1cccc(N2C(=O)CCC2=O)c1	2	-3	4	-2	2	3	-2	-6	-15	-1
CCC1CCC(C(=O)NC(C(=O)Nc2ccc3c(c2)OCCO3)C(C)C)CC1 (stereo not drawn)	-4	0	3	1	0	1	3	-6	-16	-1
Cc1ccc(S(=O)(=O)N2CCN(C(=O)N3CCOCC3)C2C)cc1 (stereo not drawn)	-13	1	4	-3	4	4	-5	4	-6	4
CC(=O)Nc1ccc(C2Nc3ccccc3C(=O)N2C2CCCCC2)cc1 (stereo not drawn)	6	-430	10	-300	1	-312	7	i	-14	3
COc1ccccc1N1CCN(/N=C/c2ccc(C(=O)O)cc2)CC1	-3	-3	17*	-1	13	0	0	-4	-10	-6
O=C(O)C1C2CCC1C(O)C2 (stereo not drawn)	-1	2	10	1	-5	-2	7	-3	-2	17*
O=C(Nc1nncs1)C1COc2ccccc2O1 (stereo not drawn)	11	7	0	0	-6	5	-3	16	3	0
COc1cc(/C=C/C(C)=O)cc(OC)c1OC	2	-4	1	-6	12	-3	1	-7	-1	5
O=C(Cn1ccsc1=NC(=O)C(F)(F)F)c1ccccc1	1	5	3	0	-4	0	-9	8	-8	-2
CCOC(=O)c1ccccc1Nc1cc(C)nc2nc(C)nn12	-12	-13	-3	0	2	-13	-4	-8	-5	3
CCOc1ccc(N(CC(=O)Nc2c(C)cccc2C)S(=O)(=O)c2c(C)[nH]c(=O)[nH]c2=O)cc1	4	-2	-3	-3	-4	4	-3	5	-1	-6
Cc1nc(-c2ccc(S(=O)(=O)N3CCCCCC3)cc2)cs1	-8	2	-7	-4	6	0	4	-10	5	-2
COC(=O)[C@@]1(Sc2ccc(C)cc2)CC(=O)N(c2ccc(Cl)cc2)[C@@H]1c1ccccc1	-11	1	5	-2	-1	3	-6	5	5	-6
CCOC(=O)CN(C(=O)COc1nc(-c2ccccc2)cc(C)c1C#N)c1ccc(C)cc1	1	-5	9	2	-5	2	-7	3	5	3
Cc1ccc2oc(=O)cc(CN3CCC(C)CC3)c2c1	2	-6	-1	-3	-6	-2	0	-6	8	-3
CCc1nc(NC(=O)Cc2csc(C)n2)sc1C(=O)OC	6	-3	0	-2	11	-4	2	-3	-7	6
O=C1NNC(c2ccccc2)=N/C1=C\c1ccccc1Cl	10	0	4	1	56*	4	-2	3	8	2
CCCC/C=C1/[C@@H](C(C)C)N(Cc2ccc3c(c2)OCO3)C2=N[C@H](c3ccccc3)CC(=O)N21	·	11*	-7	4	-17	8	-2	9	·	-1
O=C(NCC1CCCO1)c1cc2n(n1)C(C(F)(F)F)CC(c1ccc(F)cc1)N2 (stereo not drawn)	-7	3	-1	1	5	2	1	4	-2	-1
CCC(=O)Nc1nnc(SCCOC)s1	-3	2	11	-5	5	1	58*	-7	5	-1
Cc1ccc(N2CCN(CC(O)COc3cccc4ccccc34)CC2)cc1 (stereo not drawn)	12	-5	-8	4	-26	8	-1	20*	7	-2
CCOC(=O)C1CCCN(S(=O)(=O)c2cc3c4c(c2)CCN4C(=O)CC3)C1 (stereo not drawn)	-7	-5	2	1	-5	1	0	-18	8	2
CC(=NNc1nc2ccccc2o1)c1cc2ccccc2cn1	1	-75	-2	6	-5	-67	5	3	13	6
O=C(O)c1ccc(CN2C[C@@H](CO)O[C@@H](n3cnc4c(NCc5ccc(F)cc5)ncnc43)C2)cc1	3	1	12	-5	1	-6	1	-4	9	2
Cc1cc(C)n(CC(C)Nc2nc3nonc3nc2N2CCCCC2)n1 (stereo not drawn)	-1	3	5	0	2	-1	1	-1	-8	1
COC(=O)C1=C(C)N(CCC2=CCCCC2)C(=O)C1	0	-3	6	-3	3	0	5	-1	6	2
CNC(=O)C[C@H]1C(=O)N(c2ccc(OC)cc2)C[C@@H]1Cc1ccccc1	1	1	3	-1	5	1	-4	-2	10	3
CN(C)S(=O)(=O)c1ccc(C(=O)NCc2nnc(SCC(=O)c3ccccc3)o2)cc1	3	-6	6	-1	9	1	4	4	3	1
O=C(CSc1nnc(-c2ccco2)n1Cc1ccccc1)NC(=O)NCc1ccccc1	4	-3	6	-4	0	-1	0	1	13	2
COc1ccc(/C=N/NS(C)(=O)=O)c(OC)c1	5	3	-1	0	7	3	8	2	-10	1
Clc1ccc(OCc2nn3c(-c4ccccc4)nnc3s2)c(Cl)c1	0	0	0	0	16	3	9	4	-6	4
O=C(c1ccco1)N1CCN=C1SCc1ccccc1F	-7	-2	-4	-3	5	0	-3	-2	-4	0
Cc1cc(S(=O)(=O)N2CCCC2)ccc1OCC(=O)NC1CCCC1	-5	3	6	-4	5	0	-5	5	-8	-2
COCCNC(=O)CN(C)S(=O)(=O)c1ccc2c(c1)OCCO2	3	0	3	-4	-5	2	-2	-6	4	4
COc1cc(C(=S)N2CCOCC2)cc(OC)c1OC(=O)c1ccc([N+](=O)[O-])cc1[N+](=O)[O-]	-2	-6	6	-3	1	-1	6	-1	-8	-2
Cc1ccccc1OCC(=O)NC(C)c1ccccc1 (stereo not drawn)	-23	-4	7	-1	-9	6	-5	4	2	-4
COc1ccc(Cn2c(=O)[nH]c3cc(C(=O)Nc4ccccc4C)ccc32)cc1	4	-2	1	-6	9	-3	4	-17	0	13
CN(C)N=Nc1ccc(S(=O)(=O)N2CCSC2C(=O)O)cc1 (stereo not drawn)	0	3	5	0	6	3	5	1	-4	5
O=C1c2ccccc2S(=O)(=O)N1Cc1c(F)cccc1Cl	-1	-8	0	0	12	-2	8	2	-6	12
Cc1cc(C)c2oc(C(=O)N3CCN(C)CC3)cc(=O)c2c1	-10	-32	4	-12	3	-17	-1	-17	7	3
Cc1c(/C(O)=C2/C(=O)C(=O)N(CCN3CCOCC3)C2c2ccccn2)cnn1-c1ccccc1 (stereo not drawn)	-18	-13	3	0	2	-7	2	1	13	-1
COc1ccc(/C=N/n2nnnc2N)cc1OC	1	-27	1	-23	-11	-12	-4	-63	-6	-4
C=CCn1c(CC(C)(C)C)nc2ccccc21	9	-2	-5	-2	4	0	-8	0	6	-11
COc1ccccc1CC(NC(C)=O)C(=O)NC1CCN(S(=O)(=O)c2ccccc2)CC1 (stereo not drawn)	-19	-5	1	1	-14	0	-1	1	-4	-5
N#C/C(=C\C=C\c1ccccc1)c1nc(-c2ccc3c(c2)OCO3)cs1	-17	-30	-4	-1	-10	-28	-7	-5	2	-5
COc1cccc(CN2CC(C(=O)NCCCCc3ccccn3)CCC2=O)c1 (stereo not drawn)	-1	-3	4	3	-7	6	2	-8	3	-5
O=C(CSc1ncn[nH]1)NCc1ccc(Cl)cc1	-1	-2	-6	-2	1	2	-6	14	-10	5

Following part.
SMILES	ASAP1 GAP inh	PLCb3 inh	DDE Tn6 FP inh	ADAM17 inh	TDP2 inh	PLC-gamma1 inh	SIAE primary	ADAM10 inh	ARFGAP1 inh	DDE Tn7 FP inh
CN(Cc1ccccc1)S(=O)(=O)c1cccc(C(=O)O)c1	-2	4	10	1	-7	5	-3	-6	-4	1
CN(CCC1CCOCC1)C(=O)CC1C(=O)NCCN1Cc1c(F)cccc1Cl (stereo not drawn)	2	-42	2	-10	3	-19	-1	-40	14	-4
Cn1nccc1C(=O)Nc1sc2c(c1C(N)=O)CCCC2	2	-33	7	-5	0	-29	-4	-3	-13	2
O=C(N/N=C/c1ccc(Cl)cc1Cl)c1cccc(N2CCCC2=O)c1	9	-8	5	2	-17	1	-8	10	-1	-6
CCCCN1C(=O)c2cccc3cc(O)cc(c23)C1=O	-2	i	-8	-2	-16	i	2	-3	-4	5
Cc1ccc(S(=O)(=O)Oc2ccc(/C=C(/NC(=O)c3ccccc3)C(=O)NC(C)C(=O)O)cc2)cc1 (stereo not drawn)	15	-3	-7	0	0	0	-9	-2	11	-4
Cc1ccc(-c2csc(NC(=O)C3=COCCO3)n2)cc1	-13	-2	1	4	-13	0	-4	10	19	-5
CCOc1cc(CNCc2ccncc2)cc(Br)c1OCc1ccc(F)cc1	0	0	0	2	-3	7	-1	0	0	-4
Cn1nnc2cc(C(=O)Nc3ccccc3F)ccc21	4	-4	2	-3	2	0	2	-3	5	0
Cc1ccc(/C=N/NC(=O)CSc2nc3ccccc3n2C)s1	7	-1	-5	0	1	1	-1	4	11	0
CCOc1ccccc1C(=O)NCC(=O)N(C)CC(=O)Nc1ccc(N2CCOCC2)cc1	7	2	-1	-1	-5	1	-1	1	25	-6
CC(NC(=O)c1ccc(CS(C)(=O)=O)cc1)c1ccc(-n2ccnc2)cc1 (stereo not drawn)	-7	-3	1	-1	9	2	-6	-2	7	2
CCOC(=O)C1=C(C)N=C2SCCC(=O)N2[C@@H]1c1cccs1	-1	-8	-6	-2	-7	0	0	-3	13	3
Cn1cc(S(=O)(=O)Nc2ccc(Oc3ccccc3)cc2)c(=O)n(C)c1=O	4	-8	-7	-3	4	1	8	4	-13	-4
CCCCNCc1cccn1-c1ccccc1	1	1	2	0	-2	3	-5	-3	-13	-5

Not a hit list; any-hit rate near 3.6%.
